# CDK5 p35 inh: CDK5/p35 (human) kinase inhibition. Recombinant CDK5/p35, ADP-Glo luminescence, 60 min. inhibition, % at 10 µM. 0.01% of 330,000 active. AID 488839;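 active = highest replicate inhibition of at least 50% and at least 75% of replicates reaching 50%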;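 also: plate controls were DMSO neutral control for no effect and GW8510 at 10 µM for full effect; many of its hits are not listed in these tables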
# PvdQ inh: blocks Pseudomonas aeruginosa PvdQ acylase activity | inhibition, % at 10 µM | 0.063% of 340,000 active | AID 488965 | purified PvdQ acylase, fluorescence plate reader; in the data active = inhibition above about 30%, passing the limit was not always enough;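 also: 0% = vehicle neutral wells and 100% = reference inhibitor wells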
# SR-BI DiI-HDL act: activators of SR-BI mediated HDL lipid uptake; CHO ldlA[mSR-BI] cells, DiI-HDL uptake fluorescence, 3 h; 100 = double the neutral-control signal; activation, % at 12.5 µM; 0.096% of 320,000 active;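 active = mean replicate activation of at least 60% and every replicate at or above 60%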;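 also: 0% = median plate neutral-control signal and 100% = twice that signal; values of inactives mirror those of a sister screen read the other way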
#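 Material: SR-BI-overexpressing, LDLR-lacking CHO cells | Dosing: Single compound concentration, delivered by pin transfer | Probe or stimulus: Labelled HDL, 10 µg/mL | Signal: Bottom-read cell fluorescence after medium removal, ex 550/em 595 nm | Schedule: 3 h, 37 °C | Evaluation: HDL uptake via cellular fluorescence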
# MITF TRPM1 HTS: MITF TRPM1 promoter activation in melanoma cells; SK-MEL-5 TRPM1-promoter luciferase, 24 h; % of positive control, neutral wells = 0; activation, % at 12.5 µM; 0.75% of 300,000 active; AID 588334;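 active = mean activation of at least 80% with every replicate also reaching 80%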;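 also: 0% = neutral control wells and 100% = parthenolide positive control wells; values of inactives mirror those of a sister screen read the other way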
# dFosB activator: mouse delta FosB homodimer activation. purified delta FosB, TAMRA-CDK5 oligo fluorescence polarization; percent of positive-control signal above neutral wells. P13346. 0.99% of 340,000 active. activation, % at 25 µM. AID 493131;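 active = mean activation above about 17%, with every replicate also reaching it, limit read from the data, passing the limit was not always enough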;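 also: fluorescence polarization rise as delta FosB binds a TAMRA Cdk5 AP-1 oligo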
# Target sequence (P13346 whole entry, looked up): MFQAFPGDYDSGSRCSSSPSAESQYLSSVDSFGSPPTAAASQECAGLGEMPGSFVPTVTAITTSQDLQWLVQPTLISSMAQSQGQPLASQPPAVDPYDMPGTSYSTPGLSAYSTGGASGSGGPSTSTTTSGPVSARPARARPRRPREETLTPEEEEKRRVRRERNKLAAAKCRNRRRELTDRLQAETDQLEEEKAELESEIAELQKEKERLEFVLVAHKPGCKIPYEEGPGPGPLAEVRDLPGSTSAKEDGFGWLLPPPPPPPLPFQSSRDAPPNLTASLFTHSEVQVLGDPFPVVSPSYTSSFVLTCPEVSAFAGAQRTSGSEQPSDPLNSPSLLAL
# SR-BI DiI inh: blocks mouse SR-BI lipid uptake from DiI-HDL. Q61009. ldlA[mSR-BI] CHO cells, DiI-HDL uptake fluorescence, 3 h. inhibition, % at 12.5 µM. 0.96% of 320,000 active. AID 488896;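 active = mean replicate inhibition of at least 70% and a set share of replicates each scoring 70 or more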;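 also: 0% = median of neutral control wells and 100% = median of positive control wells; values of inactives mirror those of a sister screen read the other way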
# RTF Ca sens act: increases calcium sensitivity of human cardiac regulated thin filaments. P19429+P45379. AID 493008. activation, % at 7.2 µM. IANBD-labeled TnC RTF fluorescence at EC20 calcium; 0% EC20 calcium, 100% full calcium. 0.24% of 340,000 active;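 active = activation above the mean over all tested compounds plus 3 SD, cut at about 30% in these data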;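 also: rise in fluorescence read as greater calcium sensitivity of cardiac thin filaments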
# HTR5A ag: HTR5A agonism, opioid heterodimer counter-screen; P47898; HTR5A agonist assay, luminescence, cell-based; activation, % at 9.3 µM; 0.61% of 340,000 active; AID 504692; in the data active = activation mostly above about 9.5%, no sharp cut-off; inactive = mostly below about 7.6%;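 also: 0% = cells with vehicle only and 100% = reference agonist; strong numbers were not always called active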
# Target sequence (P47898 whole entry, looked up): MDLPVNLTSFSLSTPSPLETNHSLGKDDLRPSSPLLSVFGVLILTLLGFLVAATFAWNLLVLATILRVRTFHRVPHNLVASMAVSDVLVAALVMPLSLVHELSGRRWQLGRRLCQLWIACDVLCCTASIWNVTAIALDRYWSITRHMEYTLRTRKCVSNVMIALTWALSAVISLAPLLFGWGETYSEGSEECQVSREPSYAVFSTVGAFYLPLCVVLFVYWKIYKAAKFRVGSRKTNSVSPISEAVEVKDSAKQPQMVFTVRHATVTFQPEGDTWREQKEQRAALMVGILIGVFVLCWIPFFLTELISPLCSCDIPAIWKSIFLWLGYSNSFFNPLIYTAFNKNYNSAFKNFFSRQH
# Rtt109 Vps75: C. albicans Rtt109 histone acetyltransferase inhibition | purified Rtt109/Vps75, ThioGlo CoA-SH fluorescence, 4 h | inhibition, % at 34.9 µM | AID 540336 | Q5AAJ8 | 0.16% of 330,000 active;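 active = inhibition of at least 50% in every replicate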
# Target sequence (Q5AAJ8 whole entry, looked up): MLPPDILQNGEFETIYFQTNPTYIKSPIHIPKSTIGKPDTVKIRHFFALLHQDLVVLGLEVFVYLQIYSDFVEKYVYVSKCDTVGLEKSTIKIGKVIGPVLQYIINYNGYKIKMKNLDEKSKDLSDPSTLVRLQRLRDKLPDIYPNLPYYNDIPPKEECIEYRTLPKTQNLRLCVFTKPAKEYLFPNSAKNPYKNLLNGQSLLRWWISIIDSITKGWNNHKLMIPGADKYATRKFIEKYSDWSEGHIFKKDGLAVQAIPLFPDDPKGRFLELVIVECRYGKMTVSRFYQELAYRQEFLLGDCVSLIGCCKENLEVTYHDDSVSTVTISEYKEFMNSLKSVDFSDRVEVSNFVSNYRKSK
# Wnt act: activates Wnt/beta-catenin signaling in a reporter cell assay; activator, plate reader; activation, % at 9.35 µM; 1.2% of 300,000 active; AID 743398; in the data active = activation above about 30%, passing the limit was not always enough;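 also: 0% = neutral control wells and 100% = positive control wells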
# Starred values were filed as active, the others as inactive; x = no result given; & = joins results of further samples. The order is random; 4.4% or so of the library scored in one or more.
SMILES,CDK5 p35 inh,PvdQ inh,SR-BI DiI-HDL act,MITF TRPM1 HTS,dFosB activator,SR-BI DiI inh,RTF Ca sens act,HTR5A ag,Rtt109 Vps75,Wnt act
O=C(COc1ccc(S(=O)(=O)N2CCOCC2)cc1)NCc1ccccc1,0.6,-6,12,-1,-5,-12,1,-1,-7,1
COc1ccc(NC2CCCN(C(=O)c3cccc(C)n3)C2)cc1OC (stereo not drawn),-2.2,-11,10,-6,2,-10,-5,-4,0,0
Cc1ccc(S(=O)(=O)N2CCOCC2)cc1NC(=O)CSc1nnc(NC2CC2)s1,0.6,-1,-2,0,-2,2,-2,-3,-9,-3
CCOC(=O)c1[nH]cnc1C(=O)Nc1cccc(N)n1,1.6,-14,12,2,-4,-12,6,-1,13,x
Nc1ccc(C23CC4CC(CC(C4)C2)C3)cc1,-0.8,2,16,6,-1,-16,5,-2,3,2
COC(=O)C[C@H]1c2cc(F)ccc2S(=O)(=O)N1Cc1ccccc1,0.0,-4,-2,3,-5,2,1,12,-1,-6
CCCCOC(=O)c1ccc(NC(=O)CSc2nncn2C)cc1,0.1,10,8,x,-14,-8,-4,5,4,-2
CCOc1ccc(N(CC(=O)NCc2cccs2)S(=O)(=O)c2c(C)noc2C)cc1,0.5,-15,24,7,-3,-24,4,5,-2,0&-3
CC(OC(=O)c1cccs1)C(=O)NC1CCCCC1C (stereo not drawn),0.7,-6,19,5,-1,-19,2,-2,-1,0
COc1cccc(-n2c(SCC(=O)N3CCc4ccccc43)nnc2-c2c[nH]c3ccccc23)c1,0.0,-7,-13,-47,-6,13,7,-1,-1,-14
COC(=O)c1cc(NS(=O)(=O)c2ccc(C)c3ccccc23)ccc1N1CCOCC1,-0.6,5,-10,2,-6,10,8,0,14,18
Cc1cc(C)nc(SCC(=O)NC2CCCCC2C)n1 (stereo not drawn),-0.4,6,3,2,-8,-3,-2,2,35,3
Clc1ccccc1Cn1nnc2c(Nc3ccccc3)ncnc21,3.5,-12,-5,27,-7,5,3,3,-14,0
N#Cc1ccc(OCC(=O)NCC(c2cccs2)N2CCOCC2)cc1 (stereo not drawn),-0.7,5,14,-9,6,-14,-4,1,-1,-3
COc1ccc(C2=NN(C(=O)CCC(=O)O)C(c3cccs3)C2)cc1 (stereo not drawn),-0.2,-6,-5,-8,-3,5,2,0,-11,0
COc1ccc(C(O)(c2ccccc2OC)C(CN2CCOCC2)c2ccccc2)cc1 (stereo not drawn),1.3,7,18,0,-11,-18,-1,5,x,1
COc1ccc(S(=O)(=O)NCc2ccncc2)cc1NC(=O)c1ccccc1,-1.6,5,-18,-19,0,18,-5,5,7,-2
CC/C(C)=N/N1C(=O)c2ccccc2NC1(C)CC (stereo not drawn),-4.2,-17,x,15,-9,x,6,-2,-17,3
Cc1cccc(N2CCN(C(=O)c3cc(S(=O)(=O)N(C)C)ccc3N3CCCC3)CC2)c1C,0.0,11,-25,-7,-3,25,5,2,8,-2
O=C(c1cc(-c2ccc3c(c2)OCO3)on1)N1CCN(c2ccccc2)CC1,0.6,-9,18,60,-13,-18,-3,0,-4,x
COc1ccc2c(c1OC)C(=O)N1C2SC(C)(C)[C@H]1C(=O)NCCCOC(C)C (stereo partly drawn),2.0,-16,-6,-1,-8,6,2,1,3,1
CN(CCC#N)C(=O)COC(=O)c1ccc(Cl)c(S(=O)(=O)N(C)c2ccccc2)c1,-0.3,-14,-19,6,-3,19,10,5,-4,-1
CCC(=O)c1ccc(O)c(CC=C(C)C)c1,2.4,-12,22,x,-5,-22,5,-7,-2,-3
CCOc1cc(-c2cc(-c3ccc(N)cc3)nc(N)c2C#N)ccc1O,-2.5,-2,-68,20,-11,68,-8,5,-9,3
O=C(CSCC(=O)OCC(=O)c1ccc(Br)cc1)Nc1cccc2ccccc12,-1.3,-11,5,x,-10,-5,8,4,-2,x
CCOC(=O)c1cn2nc(Oc3ccc(OC)cc3)ccc2n1,0.8,-4,10,2,-8,-10,-7,-3,2,-4
CCCC(=O)NCCSC,-0.1,-16,21,-4,-3,-21,3,0,-26,x
CCOc1cccc(-c2c(C(=O)N/N=C/c3sccc3C)nnn2-c2nonc2N)c1,-1.4,-10,-66,8,5,66,-1,-1,5,0
Cc1cc(C)cc(NC(=O)c2cc(S(=O)(=O)NCc3ccco3)ccc2F)c1,-1.1,30,-25,18,-8,25,6,3,1,x
CC1=NN(c2ccc(N)cc2)C(=O)C1,-1.1,5,2,-4,7,-2,-2,-2,10,-1
CC(C)(C)OC(=O)CNC(=O)c1[nH]cnc1C(=O)NC1CCN(C(=O)OC(C)(C)C)CC1,0.5,17,10,1,0,-10,-4,-3,10,2
CS(=O)(=O)c1ccc(Cl)c(NC(=O)Nc2ccccc2)c1,1.3,-6,16,11,-6,-16,8,3,-15,1
COc1ccc(OC)c(C2c3[nH]c4ccccc4c3C[C@H]3C(=O)N(C4CC4)CC(=O)N23)c1 (stereo partly drawn),-1.1,-8,x,-4,-2,x,-2,-2,-7,2
C/C=C(/C)C(=O)O[C@@H]1c2c(ccc3ccc(=O)oc23)O[C@@H]1C(C)(C)OC(=O)/C(C)=C\C,0.0,5,23,2,5,-23,-6,0,4,-4
Cc1nn(CC(=O)NCC2CCCO2)c(C)c1[N+](=O)[O-] (stereo not drawn),0.4,-15,23,9,7,-23,-3,0,-4,-2
COc1ccc(CCNC(=O)[C@@H](NC(=O)N2CC(=O)Nc3ccccc32)C(C)C)cc1OC,1.4,-11,-12,-2,-3,12,-4,-2,-5,-1

# As entered above.
# `Cc1cc(C)cc(NC(=O)c2cc(S(=O)(=O)NCc3ccco3)ccc2F)c1` in HTR5A ag → 3
# `COc1ccc(C2=NN(C(=O)CCC(=O)O)C(c3cccs3)C2)cc1` (stereo not drawn) in PvdQ inh → -6

# Additional structures follow.
SMILES,CDK5 p35 inh,PvdQ inh,SR-BI DiI-HDL act,MITF TRPM1 HTS,dFosB activator,SR-BI DiI inh,RTF Ca sens act,HTR5A ag,Rtt109 Vps75,Wnt act
O=C(CC1(O)C(=O)N(Cc2cccc3ccccc23)c2ccccc21)c1cccnc1 (stereo not drawn),-2.0,-3,-6,x,-10,6,3,5,-7,x
Nc1nc(-c2nc3ccccc3[nH]2)cs1,2.6,4,-16,x,-10,16,-6,-7,-1,56*
O=C(N/N=C/c1ccc(OC(F)F)cc1)c1cc[n+]([O-])cc1,2.0,21,x,x,-9,x,2,3,-2,3
CCOC(=O)N1CCN(C(=O)c2cn(CC(C)C)c(=O)c3c2c2ccccc2n3C)CC1,-1.1,-15,18,16,-1,-18,2,-2,18,x
CCCCN1C(=O)C(O)(c2ccccc2)c2cc(Br)ccc21 (stereo not drawn),1.2,-1,13,8,-2,-13,0,1,-1,-2
CN(C)c1ncnc2[nH]ncc12,1.7,-8,2,4,-6,-2,8,4,1,-1
CCC(CO)NC(=O)c1ccccc1C(F)(F)F (stereo not drawn),1.2,-9,27,-5,-5,-27,0,6,4,0
O=C(Nc1cccc2ccccc12)N1CCN(c2ccccc2)CC1,-1.9,5,11,5,-3,-11,-1,6,14,x
COc1ccc(/C=N/NC(=O)c2ccc(N)cc2)cc1Cn1cc([N+](=O)[O-])cn1,0.5,2,-47,3,-9,47,0,1,-1,2
CCOc1ccc(N(CC(=O)NC2CCCC2)C(=O)CSc2nnc(COc3ccccc3)o2)cc1,-0.2,-14,-47,-1,-14,47,-3,4,0,x
COc1ccc(S(=O)(=O)N2CCOC2CNC(=O)C(=O)NCc2ccco2)cc1C (stereo not drawn),0.0,-15,0,0,-5,0,3,1,1,0
Cc1cccc(C(=O)Nc2ccc(NC(=O)c3ccccc3)cc2)c1,0.2,-12,-36,2,-9,36,3,5,3,0
COc1cc(-c2nnc(-c3ccc(N4CCOCC4)cc3)o2)cc(OC)c1OC,5.9,-15,-18,x,-6,18,0,0,23,x
COc1ccccc1NC(=O)CSc1nnc(COc2ccc(Cl)cc2)o1,-1.0,8,2,-2,-4,-2,-8,10,-5,2
COc1ccc(/C=C/C(=O)OCC(=O)NCCCc2ccccc2)cc1OC,0.2,-10,1,6,-15,-1,0,2,9,-2
CN(CC(=O)Nc1c(Cl)cccc1Cl)C(=O)CNC(=O)c1ccc2c(c1)OCO2,10,8,-17,2,5,17,-5,7,8,-3
C/C(=N\NC(=S)Nc1cccc(C)c1)c1cc2ccccc2o1,-0.7,1,-29,-9,-8,29,0,-1,x,2
CCc1cc(C(=O)N2CCCC(CO)(Cc3ccc(F)cc3)C2)n(C)n1 (stereo not drawn),-5.2,-8,-4,8,-9,4,-3,-3,-8,-1
O=C(O)c1cccc(N/N=C/c2cccnc2)c1,-1.4,9,22,-35,6,-22,1,-5,-5,8
Cc1c(NCc2cc(Cl)ccc2O)c(=O)n(-c2ccccc2)n1C,-1.1,-8,x,-10,-8,18,0,1,11,x
O=C(Nc1ccc(Br)cc1)/C(=C/c1cccc([N+](=O)[O-])c1)NC(=O)C1CCCCC1,0.1,-2,-38,5,9,38,4,0,0,x
NC(=O)C1CCCN(C(=O)CCc2nnc(C3(c4ccc(Cl)cc4)CCC3)o2)C1 (stereo not drawn),-0.7,-15,9,17,-7,-9,-3,7,1,-2
CC(CNC(=O)COC(=O)c1cccs1)c1ccccc1 (stereo not drawn),-1.0,-20,16,-1,-4,-16,-1,6,-5,-3
COC(=O)/N=C/c1c(NCc2ccccc2)nc2c(C)cccn2c1=O,-0.3,-9,-15,-12,-16,15,-3,-2,x,-3
C=CCc1ccc(OCCn2nnc3ccccc32)c(OC)c1,1.4,-17,0,x,4,0,0,0,2,14
CC(=O)c1ccc(NC(=O)C(C)Nc2ccc(Cl)cc2)cc1 (stereo not drawn),0.1,-14,-16,1,-4,16,9,3,-8,0
C/C(=N\NC(=O)c1nn(C)c(C)c1Br)c1ccc(NC(=O)c2ccoc2C)cc1,0.4,-4,-56,35,5,56,-1,9,5,x
COc1ccc(C(=O)/C=C/C(=O)N(Cc2ccccc2)C(C(=O)NC2CCCCC2)c2ccncc2)c(O)c1 (stereo not drawn),1.6,-11,7,-2,-2,-7,-6,4,8,0
O=C(CSc1nc2ccccc2s1)Nc1ncccn1,-1.4,-10,23,-14,8,-23,1,4,-3,x
CCOc1cc(NC(=S)NCc2ccccc2)c(OCC)cc1NC(=O)C(C)C,-0.2,-5,-2,-5,-2,2,-7,-2,2,-3
O=C(CN1C(=O)NC2(CCCC2)C1=O)NNC(=O)c1ccc(Cl)cc1,0.2,-8,-1,x,-2,1,3,3,3,-7
Cc1ccc(-c2nc(CS(=O)CC(=O)NC3CCCC3)c(C)o2)cc1 (stereo not drawn),-0.5,-16,8,-17,-11,-8,5,0,-5,-2
CC(NC(=O)c1cc(-c2ccc(Br)cc2)on1)c1ccccc1 (stereo not drawn),0.4,-11,-2,33,12,2,-2,0,5,x
Cc1c(NS(=O)(=O)c2ccc(Br)cc2)c(=O)n(-c2ccccc2)n1C,0.9,1,-10,1,-4,10,-7,2,-3,1
